# Source: PubChem
# ROC1-CUL1 inh: inhibitors of human ROC1-CUL1 ubiquitin ligase activity; E3 ubiquitin-protein ligase RBX1 (Homo sapiens) + Cullin-1 (Homo sapiens), P62877+Q13616; in vitro K48 di-Ub FRET, acceptor:donor ratio, 45 min; inhibition, % at 10 µM; hit rate 0.6% among 140,000; AID 1347404, 2020; in the data active = inhibition above about 25%
# Target sequence (P62877 whole entry, looked up): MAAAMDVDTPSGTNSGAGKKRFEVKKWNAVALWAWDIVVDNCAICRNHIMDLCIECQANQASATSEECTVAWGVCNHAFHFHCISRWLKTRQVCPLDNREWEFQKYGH
# Target sequence (Q13616 whole entry, looked up): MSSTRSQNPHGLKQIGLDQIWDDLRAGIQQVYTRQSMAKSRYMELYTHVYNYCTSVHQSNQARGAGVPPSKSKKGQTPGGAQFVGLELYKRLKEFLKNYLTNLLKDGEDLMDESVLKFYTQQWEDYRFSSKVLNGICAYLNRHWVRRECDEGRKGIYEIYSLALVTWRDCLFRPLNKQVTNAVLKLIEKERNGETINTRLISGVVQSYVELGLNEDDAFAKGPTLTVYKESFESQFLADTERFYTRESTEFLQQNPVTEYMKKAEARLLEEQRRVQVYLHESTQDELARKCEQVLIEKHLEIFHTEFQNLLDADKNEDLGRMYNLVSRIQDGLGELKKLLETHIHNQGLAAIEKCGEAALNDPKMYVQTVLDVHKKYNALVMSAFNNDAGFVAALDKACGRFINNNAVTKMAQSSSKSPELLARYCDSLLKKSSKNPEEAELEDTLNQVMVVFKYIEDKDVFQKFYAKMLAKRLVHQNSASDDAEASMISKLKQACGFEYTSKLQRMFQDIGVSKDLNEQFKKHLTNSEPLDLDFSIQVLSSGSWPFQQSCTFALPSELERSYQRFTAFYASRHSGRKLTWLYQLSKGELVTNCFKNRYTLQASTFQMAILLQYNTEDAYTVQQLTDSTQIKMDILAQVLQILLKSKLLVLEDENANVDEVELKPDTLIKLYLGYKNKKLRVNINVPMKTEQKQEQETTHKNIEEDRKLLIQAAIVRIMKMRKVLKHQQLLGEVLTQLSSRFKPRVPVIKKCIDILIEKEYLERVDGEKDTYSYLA
# Numbers without * were called inactive. An excerpt; count on the stated rates, not on these rows.
SMILES,ROC1-CUL1 inh
Cc1cc(NC(=O)c2cccn(Cc3cccc(Cl)c3)c2=O)no1,3.7
CCC(C)P1(=S)OC2CS(=O)(=O)CC2S1 (stereo not drawn),2.3
CCOc1ccc(NC(=O)c2cccn(Cc3cccc(Cl)c3)c2=O)cc1,5.8
Clc1cccc(N2CCNCC2)c1Cl,-9.7
CCCc1ncc(CN2CCC3(CCCN(CC4CC4)C3)C2)cn1 (stereo not drawn),3.7
Cc1cc[n+]2cc(-c3ccc(OC(=O)N(C)C)cc3)n(C)c2c1,-10.6
O=C1CC(c2ccccc2Br)c2c(c3ccccc3oc2=O)O1 (stereo not drawn),2.2
Nc1c(C(=O)Nc2ccc(OC(F)(F)F)cc2)sc2nc3c(cc12)N1CCC3CC1,-7.6
Cc1ccc2c(c1)[C@@H]1CN(C)CC[C@@H]1N2C(=O)c1ccc2ccccc2c1,14.0
c1ccc2c(c1)CSc1ccccc1C2C1=NCCN1 (stereo not drawn),-2.8

# Entries from the list above that have a halogen, in the order listed:
SMILES,ROC1-CUL1 inh
Cc1cc(NC(=O)c2cccn(Cc3cccc(Cl)c3)c2=O)no1,3.7
CCOc1ccc(NC(=O)c2cccn(Cc3cccc(Cl)c3)c2=O)cc1,5.8
Clc1cccc(N2CCNCC2)c1Cl,-9.7
O=C1CC(c2ccccc2Br)c2c(c3ccccc3oc2=O)O1 (stereo not drawn),2.2
Nc1c(C(=O)Nc2ccc(OC(F)(F)F)cc2)sc2nc3c(cc12)N1CCC3CC1,-7.6

# (list continues)
SMILES,ROC1-CUL1 inh
N#CC1C(=N)Oc2c(c(=O)sc3ccccc23)C1c1cccnc1 (stereo not drawn),1.1
N#CC1C(=N)Oc2c(c(=O)sc3ccccc23)C1c1ccccc1Cl (stereo not drawn),-9.7
Cc1ccc(NC(=O)Cn2cc(C(=O)c3ccccc3)c3ccccc32)cc1,2.1
COc1ccc(C)cc1NC(=O)N(Cc1ccc2c(c1)OCO2)C1CCN(Cc2ccccc2)CC1,3.4
CCOC(=O)[C@]12C[C@H](c3ccccc3)[C@@]1(C(=O)OCC)NC(=O)C2=O,3.9
CCc1ccccc1NC(=O)c1cccn(Cc2ccccc2F)c1=O,-7.1
CC(C)(C)CCCCOC(=O)C(O)(c1ccccc1)c1ccccc1,3.4
CN1CCCN(C(=O)COc2ccc(Br)cc2)CC1,-4.7
CC1=NN(c2ccccc2)C(=O)C1SC(F)(F)C(F)(Cl)OC(F)(F)F (stereo not drawn),1.9
O=C1NC(=O)C([N+](=O)[O-])C(=O)N1,1.9
COc1cccc(-n2c(/C=C/c3ccccc3O)nc3ccccc3c2=O)c1,6.5
CCOc1ccc(N2C(=O)/C(=C/c3ccc(CN(CCC#N)S(C)(=O)=O)o3)C(=O)NC2=S)cc1,24.3
CC1CCC(NCCc2ccc3c(c2)OCO3)CC1 (stereo not drawn),-3.2
O=C1NC(=O)C(O)(c2c[nH]c3ccccc23)C(=O)N1,1.1
COc1cccc(-n2c(/C=C/c3ccc(O)cc3)nc3ccccc3c2=O)c1,15.7
O=C1NC(=O)C(=Cc2ccccc2[N+](=O)[O-])C(=O)N1,-0.6
CCC1CC2CCN1C(C(O)c1ccnc3ccccc13)C2 (stereo not drawn),5.7
CSP1(=S)N=C(N2CCOCC2)c2c(nc3n2CCC3)N1C (stereo not drawn),5.1
C=CCc1cc(/C=C2\C(=O)NC(=S)N(c3ccccc3OC)C2=O)cc(OCC)c1O,6.6
Cc1ccc(OCC(=O)Nc2ccc(Cl)cc2C(=O)c2ccccc2)c(Br)c1,8.2
CC(C)Oc1cccc(C(=O)C2CCCN(Cc3cnc(N)nc3)C2)c1 (stereo not drawn),2.4
CC(=O)OC1CC2c3ccccc3OC12C(C)=O (stereo not drawn),3.1
CCOC(=O)c1nc2ccccc2c(=O)n1-c1ccccc1Cl,8.1
Cc1ccc(N=C(N=C(N)N[N+](=O)[O-])Nc2ccc(C)cc2)cc1,-3.4
COc1ccc(C(O)c2cc(OC)ccc2OP(=O)(N(C)C)N(C)C)cc1 (stereo not drawn),6.3
COC(=O)[C@@H]1[C@H]2c3ccccc3O[C@]1(C)NC(=S)N2C(C)=O,-8.1
C[C@@H]1[C@H](c2ccccc2)OC(c2cccs2)N1C (stereo partly drawn),13.5
CCCC12CN3CC(CCC)(CN(C1)C3c1ccccn1)C2=O (stereo not drawn),3.5
Cc1cc(N(CCCl)CCCl)ccc1/C=N/N=C(\N)c1cncc(Cl)n1,-0.6
Cc1ccc(C2(O)CN3CCC2CC3)cc1C (stereo not drawn),-3.1

# Pulled by structure from above:
SMILES,ROC1-CUL1 inh
Cc1ccc(N=C(N=C(N)N[N+](=O)[O-])Nc2ccc(C)cc2)cc1,-3.4
C[C@@H]1[C@H](c2ccccc2)OC(c2cccs2)N1C (stereo partly drawn),13.5
CCCC12CN3CC(CCC)(CN(C1)C3c1ccccn1)C2=O (stereo not drawn),3.5
CC(C)Oc1cccc(C(=O)C2CCCN(Cc3cnc(N)nc3)C2)c1 (stereo not drawn),2.4
Cc1ccc(C2(O)CN3CCC2CC3)cc1C (stereo not drawn),-3.1
CC(=O)OC1CC2c3ccccc3OC12C(C)=O (stereo not drawn),3.1
Cc1cc(N(CCCl)CCCl)ccc1/C=N/N=C(\N)c1cncc(Cl)n1,-0.6

# Other entries.
SMILES,ROC1-CUL1 inh
CCCC12CN3CCN(CC(C)(C3)C1=O)C2,-2.1
Cc1ccn2nc(S(=O)(=O)Nc3c(F)cccc3F)nc2n1,-8.6
CC(C)Oc1cccc(C(=O)C2CCCN(CCCn3cccn3)C2)c1 (stereo not drawn),2.9
c1ccc2c(c1)CC1CNCc3cccc(c31)S2 (stereo not drawn),3.9
CCOC(=O)CN1C(=O)C2(C3=C(CC(C)(C)CC3=O)OC(=N)C2C(=O)OCC)c2ccccc21 (stereo not drawn),1.7
CN(C)CCc1csc2ccc(Br)cc12,-8.7
CCCCc1nc2ccccc2c(=O)n1-c1cccc(O)c1,-6.0
CC(C)CC12CN3CCN(CC(C3)C1O)C2 (stereo not drawn),-2.6
OC(Cc1ccccc1)(Cc1ccccc1)C1CN2CCC1CC2 (stereo not drawn),-10.3
CC(C)c1ccc(OCC#CCN2CCOCC2)cc1,-4.8
C=CC1CN2CCC1CC2[C@@H](OC(=O)/C=C/c1ccccc1)c1ccnc2ccc(OC)cc12 (stereo partly drawn),3.2
COc1cc(OC)c(OC)cc1CNCCc1ccc(Cl)cc1Cl,-2.8
Cc1ccc(NC(=O)CN2C(=O)CN=C(c3ccccc3)c3ccccc32)cc1Cl,-7.6
COc1ccc(F)cc1C(=O)C1CCCN(Cc2csc(C(C)=O)c2)C1 (stereo not drawn),6.3
NC(N)=NC(N)=NCCc1c[nH]c2ccccc12,1.3
CCCCC12CN3CCN(CC(C3)C1O)C2 (stereo not drawn),3.4
COc1ccc(N2CCN(CC(=O)Nc3ccc(Cl)cc3C(=O)c3ccccc3)CC2)cc1,-0.3
Cc1nc2sccc2c(=O)n1-c1ccccc1Cl,-6.0
Cc1cccc(-n2c(/C=C/c3ccccc3O)nc3ccccc3c2=O)c1,2.0
O=c1c2ccccc2nc(/C=C/c2ccc(O)cc2)n1-c1ccccc1O,-3.1
CCc1nc2ccccc2c(=O)n1N1C2C=C(C(F)(F)F)C(O)C(O)C21 (stereo not drawn),11.0
COc1cc(OC)c2c(c1)O[C@@H](c1ccc(OC)c(OC)c1)[C@H](O)C2,14.3
OC(Nc1nc2ccccc2s1)C(Cl)(Cl)Cl (stereo not drawn),4.3
CCOC(=O)C1(C(N)=O)C(c2ccccc2F)C(C(N)=O)N2C=C(C#N)C=CC21 (stereo not drawn),-0.2
c1ccc(CCN2CCC3(CC2)OCCO3)cc1,1.5
COc1ccc(OCC(=O)N2CCN(Cc3cc(=O)n4nc(-c5ccc(OC)cc5)sc4n3)CC2)cc1,6.5
COCC(C)N1Cc2ccccc2C1=N (stereo not drawn),-5.9
CN1C2CCC1CC(OC(=O)c1ccc(Cl)cc1)(C(=O)O)C2 (stereo not drawn),5.4
CCC1(CC)C(=O)N=C(SC)NC1=O,-3.9
CCNC(=S)P1(=O)N(Cc2ccccc2)C(=O)c2ccccc2N1CC(=O)OC (stereo not drawn),6.7
CN=C(C)c1c(C)n(C)c2ccccc12,4.8
CCCC12CN3CC(C)(CN(C1)C3(C)CC)C2=O (stereo not drawn),0.6

# Shown bar-delimited: entries from further up
Structure | ROC1-CUL1 inh
C=CCc1cc(/C=C2\C(=O)NC(=S)N(c3ccccc3OC)C2=O)cc(OCC)c1O | 6.6
CC(C)c1ccc(OCC#CCN2CCOCC2)cc1 | -4.8
COc1ccc(N2CCN(CC(=O)Nc3ccc(Cl)cc3C(=O)c3ccccc3)CC2)cc1 | -0.3
